Rin1-Abl PPI inh – inhibitors of Rin1-Abl protein binding, primary screen, biochemical, TR-FRET; 0.4% of 360,000 active; Tyrosine-protein kinase ABL1 (Homo sapiens) + Ras and Rab interactor 1 (Homo sapiens), …; AID 588664, 2011; inhibition, % at 7.35 µM; in the data active = inhibition above about 5%, passing the limit was not always enough
eLon inh – inhibitors of E. coli Lon protease, primary screen, biochemical, fluorescence polarization; P0A9M0; purified E. coli Lon protease; inhibition, % at 7.94 µM; 0.42% of 360,000 active; in the data active = inhibition above about 13%, passing the limit was not always enough;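 also: 0% = enzyme with probe and DMSO and 100% = no enzyme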
Neddyl block – inhibitors of cullin neddylation, primary screen, biochemical, TR-FRET, uHTS, NAE and Ubc12. NEDD8-conjugating enzyme Ubc12 (Homo sapiens) + NEDD8-activating enzyme E1 regulatory …. calls only at 25 µM. 0.58% of 360,000 active; in the data active = inhibition above about 36%
MT1-MMP act inh – blockers of MT1-MMP proenzyme processing, primary screen, HT1080 RFP-PRO-GFP cells, GFP/RFP fluorescence; GFP/RFP ratio fluorescence, overnight; percent of plate control window, DMSO zero; Matrix metalloproteinase-14 (Homo sapiens), P50281; 0.061% of 360,000 active; GFP/RFP ratio change, % at 20 µM;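 active = GFP/RFP ratio change of at least 30% with cell ATP level not reduced by more than half and red fluorescence within 50% of control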; also: strong numbers were not always called active
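system = RFP-PRO-GFP reporter HT1080 cells | dosing = 20 µM single dose, 1% DMSO | timing = overnight cell settling, then overnight compound exposure, 37 °C, 5% CO2 | read-out basis = GFP/RFP fluorescence ratio | controls = DMSO and RFP-L50D-GFP cell wells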
FAS-TE inh – FAS thioesterase domain inhibitors, primary screen, biochemical, fluorescence intensity, uHTS; Fatty acid synthase (Homo sapiens), P49327; 0.67% of 360,000 active; AID 602261, 2012; inhibition, % at 15 µM; recombinant FAS-TE, OMFH fluorogenic substrate, fluorescence endpoint;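 active = compounds whose normalised, plate-corrected inhibition of enzyme fluorescence in the single-dose primary screen is 50% or more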;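 also: 0% = DMSO with enzyme and 100% = substrate without enzyme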
MsrA act – bovine MsrA enzyme activators, primary screen, biochemical, absorbance, HTS | purified bovine MsrA, absorbance read-out | activation, % at 10.6 µM | 0.3% of 360,000 active | AID 602163, 2012; in the data active = activation above about 7.5%;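 also: 0% = vehicle and 100% = reference activator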
SKN-1 inh – suppressors of acrylamide-induced Pgst-4::GFP reporter in worms, primary screen, SKN-1 inhibitor project, whole organism, uHTS, GFP/RFP fluorescence ratio, strain VP596 | C. elegans VP596 Pgst-4::GFP/RFP ratio, 24 h | inhibition, % at 21.8 µM | 0.49% of 360,000 active;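 active = interference check ratio from 0.5 to 1.5 plus GFP to RFP signal ratio inhibition reaching or exceeding a fixed threshold, cut at about 30% in these data, passing the limit was not always enough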; also: some compounds called inactive have numbers as strong as hits
NRP1-CendR mod – modulators of CendR peptide binding to NRP-1, primary screen, biochemical, fluorescence polarization, uHTS; FAM-RPARPAR peptide binding to NRP-1; inhibition, % at 25 µM; 0.85% of 360,000 active;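 active = inhibition or corrected inhibition above about 18%, plus a signal ratio from 0.5 to 1.5, limit read from the data, passing the limit was not always enough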; also: strong numbers were not always called active
MLLE-PAM2 inh – inhibitors of PABP1 MLLE–PAM2 peptide binding, primary screen, biochemical, fluorescence polarization, FITC-PAM2, GST-MLLE; Polyadenylate-binding protein 1 (Homo sapiens), P11940; inhibition, % at 20 µM; 0.36% of 360,000 active; in the data active = inhibition above about 35%, passing the limit was not always enough;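 also: plate controls were DMSO wells with GST-MLLE for no effect and wells lacking GST-MLLE protein for full effect; some results filed as inactive read as strong as hits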
Target sequence (P11940 whole entry, looked up): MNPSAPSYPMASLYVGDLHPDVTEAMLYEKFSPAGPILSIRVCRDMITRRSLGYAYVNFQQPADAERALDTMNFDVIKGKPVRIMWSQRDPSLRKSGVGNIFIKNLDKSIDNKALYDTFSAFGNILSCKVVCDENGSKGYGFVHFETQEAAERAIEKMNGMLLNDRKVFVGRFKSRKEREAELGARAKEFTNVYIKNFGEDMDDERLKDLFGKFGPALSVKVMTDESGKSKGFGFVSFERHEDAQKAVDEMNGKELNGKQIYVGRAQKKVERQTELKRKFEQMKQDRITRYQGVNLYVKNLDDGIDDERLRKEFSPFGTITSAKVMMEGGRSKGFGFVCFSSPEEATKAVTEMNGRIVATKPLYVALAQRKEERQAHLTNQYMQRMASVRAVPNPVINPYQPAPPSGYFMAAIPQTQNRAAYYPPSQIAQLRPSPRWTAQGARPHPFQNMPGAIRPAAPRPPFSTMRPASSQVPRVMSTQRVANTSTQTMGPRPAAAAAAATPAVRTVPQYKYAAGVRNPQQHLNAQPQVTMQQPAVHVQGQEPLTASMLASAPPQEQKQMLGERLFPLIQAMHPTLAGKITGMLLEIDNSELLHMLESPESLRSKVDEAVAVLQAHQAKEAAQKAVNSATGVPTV
* marks the source's active call; other numbers are inactive results; i = inactive; nt = not tested or not shown; + = active, no number.

SMILES	Rin1-Abl PPI inh	eLon inh	Neddyl block	MT1-MMP act inh	FAS-TE inh	MsrA act	SKN-1 inh	NRP1-CendR mod	MLLE-PAM2 inh
O=C(CSc1nnc(NC(=O)c2ccccc2)s1)NC1CCCC1	1	-16	i	1	-4	0	-5	-4	10
COCC(C)NC(=O)Cc1ccc(F)cc1 (stereo not drawn)	1	-6	i	0	-12	-3	-1	0	7
COc1cccc(-c2cnc(C(O)c3ccc(Cl)c(Cl)c3)[nH]2)c1 (stereo not drawn)	1	-4	i	5	28	-4	16	4	7
COC(=O)C1=C(C)N(CCc2cc(OC)c(OC)c(OC)c2)C(=O)N[C@H]1c1ccccc1	1	-3	i	-1	-12	-3	-7	6	4
O=C(c1ccc(NS(=O)(=O)c2ccccc2)cc1)N1CCCC1	-1	-2	i	1	-8	-1	6	3	0
O=C(NC1CCCC1)c1ccccc1OCc1ccccc1	-5	-1	i	-4	14	-4	-3	-2	-1
Oc1c(CN2CCOCC2)cc(COCc2ccccc2)c2cccnc12	11*	1	i	6	3	-8	-14	-3	12
CCN1CCN(C(=O)Cn2c(=O)sc3ccccc32)CC1	-1	-4	i	1	-7	-3	5	4	-11
O=C(CNC(=O)c1ccco1)Nc1ccc(S(=O)(=O)N2CCCC2)cc1	3	-3	i	-1	-9	3	-7	-11	0
O=C1c2cnc3nc(SCc4ccccc4)nn3c2CC2c3ccccc3CCN12 (stereo not drawn)	-1	0	i	-1	24	-3	-5	-26	0
N#Cc1ccccc1S(=O)(=O)N1CCN(Cc2cc3c(cc2Br)OCCO3)CC1	3	-6	i	-1	26	-3	3	-12	-38
COc1ccc(C(=O)NC(=S)NCc2ccco2)cc1	-1	-11	i	1	10	-3	4	0	23

Quoted from the entries so far (2 entries):
SMILES	Rin1-Abl PPI inh	eLon inh	Neddyl block	MT1-MMP act inh	FAS-TE inh	MsrA act	SKN-1 inh	NRP1-CendR mod	MLLE-PAM2 inh
N#Cc1ccccc1S(=O)(=O)N1CCN(Cc2cc3c(cc2Br)OCCO3)CC1	3	-6	i	-1	26	-3	3	-12	-38
COc1ccc(C(=O)NC(=S)NCc2ccco2)cc1	-1	-11	i	1	10	-3	4	0	23

Other structures follow.
SMILES	Rin1-Abl PPI inh	eLon inh	Neddyl block	MT1-MMP act inh	FAS-TE inh	MsrA act	SKN-1 inh	NRP1-CendR mod	MLLE-PAM2 inh
Cc1ccc(SCCN2CCN(Cc3ccccc3)CC2)cc1	3	7	i	3	-2	-3	-12	-1	-8
Cc1c(/C=N/Nc2ccc(F)cc2)c(O)n(C)c(=O)c1C#N	-3	-6	i	11	-2	-15	-4	-6	4
CN1CC(=O)N(CC(=O)N2N=C(c3ccc(Cl)cc3)CC2c2ccco2)C1=O (stereo not drawn)	-2	-2	i	-7	-2	-2	-3	14	-11
CCC(C(=O)Nc1ccon1)c1ccccc1 (stereo not drawn)	2	2	i	-2	-5	-2	10	-4	-7
Cc1cc(C)nc(NN2C(=O)/C(=C/c3ccccc3)SC2=S)n1	-3	8	i	6	-2	0	-3	-15	24
CCOCCCn1c(SCC(=O)Nc2cc(C(C)(C)C)nn2-c2ccccc2)nc2ccccc2c1=O	-3	-1	i	4	-7	-4	-10	-4	2
Cn1c2ccccc2c2nnc(SCC(=O)NCc3ccoc3)nc21	-9	3	i	3	-6	-2	4	-1	4
Cc1csc(NC(=O)C2CCCN(S(=O)(=O)c3cnc[nH]3)C2)n1 (stereo not drawn)	-1	3	i	0	-8	0	8	0	3
COc1ccc(CCNC(=O)c2cccnc2)cc1	0	-6	i	0	-2	-3	12	2	-4
CS(=O)(=O)N(Cc1ccc(C(=O)NC2CCCCC2O)cc1)c1ccccc1 (stereo not drawn)	0	0	i	1	-6	0	5	-2	1
O=C1CCC([N+](=O)[O-])C(c2cc3c(cc2Br)OCO3)N1 (stereo not drawn)	0	-2	i	6	-10	-9	5	3	4
N#Cc1ccccc1S(=O)(=O)N1CCN(C(=O)[C@H](Cc2ccccc2)NC(=O)c2ccco2)CC1	2	-4	i	-6	2	-6	-4	6	14
COc1ccccc1CNC(=O)C1CCN(S(=O)(=O)N2CC(C)CC(C)C2)CC1 (stereo not drawn)	1	7	i	-1	2	2	15	0	-4
CCN(CC)C(=O)[C@H]1CC(CC(=O)NCCCN(C)C)C(=O)N2CCc3c([nH]c4ccccc34)[C@]12C (stereo partly drawn)	-1	0	i	1	-6	-2	-8	-7	5
COc1ccc(CCNC(=O)C(=O)NCc2cccs2)cc1OC	2	9	i	2	-3	-4	-6	2	-1
c1ccc(-c2cc3nc(NCC4CC4)nc(NCC4CCCCC4)c3s2)cc1	1	-3	i	6	-22	-7	-4	2	-8
O=C(Nc1nncs1)c1cccc(S(=O)(=O)N2CCCC2)c1	4	-5	i	1	-6	-11	-19	3	-2
COc1ccc(-c2nc(SC(CC(=O)NCCN3CCOCC3)c3cccs3)n[nH]2)cc1 (stereo not drawn)	-3	-7	i	0	-6	-7	3	10	3
CN(c1ccccc1)S(=O)(=O)c1cccc(NC(=O)CSc2nccc(=O)[nH]2)c1	-1	-2	i	3	-12	-1	2	-11	14
COc1ccc(NC(=O)CN2CCN(CC(=O)Nc3ccccc3Cl)CC2)cc1Cl	2	-9	i	7	12	-6	5	-10	5
COCCn1c(SCC(=O)N2CCC(C)CC2)nc2c([nH]c3ccccc32)c1=O	-1	-7	i	-3	-4	2	19	13	4
CCC(=O)Nc1c(-c2ccc(Cl)cc2)c(=O)c2ccccc2n1C	-2	2	i	nt	-4	-14	12	-5	-8
Cc1ccc(Oc2cc(NC(=O)CCCn3nc([N+](=O)[O-])cc3C)cc([N+](=O)[O-])c2)cc1	-3	3	i	3	41	-8	10	2	-7
CN(c1ccccc1)S(=O)(=O)c1cccc(NC(=O)COc2ccccc2)c1	4	-5	i	2	28	-3	-27	0	4
O=c1[nH]c(/C(Cl)=C/c2c(F)cccc2Cl)nc2cc(Cl)ccc12	3	7	i	0	-1	-4	11	-16	-6
COC(=O)c1ccccc1NC(=O)NCc1c(C)nn(C)c1C	1	-4	i	1	-2	-2	0	8	-9
CCn1c2c(c3cc(C(=O)O)ccc31)CCCC2=O	-9	-13	i	1	-4	-5	0	5	4
Cc1nc2ccccn2c1C(=O)N/N=C/c1cc(C)n(-c2ccc(Br)cc2)c1C	-3	2	i	-4	4	-6	-5	-8	-6
C[C@H](N)C(=O)N1CCC(C(=O)N[C@@H](Cc2ccccc2)C(=O)Nc2ccc(F)cc2)CC1	-4	1	i	3	-8	-11	1	-7	-6
S=c1[nH]c2nc(Cl)c(Cl)nc2[nH]1	-2	4	+	-2	-2	7	5	-13	19
NC(=O)C[N+]1(CC#CC(O)(c2ccccc2)c2ccccc2)CCCC1	1	-5	i	1	-4	-3	1	-8	-105
Fc1ccccc1N1CCN(CCCNc2ccc3nncn3n2)CC1	0	7	i	2	-3	-2	17	-12	14
OCCc1c[nH]c2cc(F)ccc12	1	-3	i	2	-16	0	-6	3	0
O=C(Nc1cccc(C(F)(F)F)c1)c1csc([C@@H]2C[C@H](O)[C@@H](CO)O2)n1	2	2	i	2	-10	-2	5	0	6
COc1cccc(NC(=O)c2cnc(SCC(=O)NCc3ccc4c(c3)OCO4)n(C)c2=O)c1	7	-4	i	4	0	-3	-5	-3	-6
OCC[C@@H]1C[C@H](O)[C@@H](O)[C@]2(OCc3cc(Cl)ccc32)O1	-1	-10	i	1	-13	-4	-9	7	7
O=C(O)CSc1nnc(-c2ccc3c(c2)OCO3)n1-c1ccccc1	3	-11	i	-1	-6	-6	11	0	7
O=C(CSc1nc2ccccc2s1)NCc1ccc2c(c1)OCO2	-1	-9	i	1	-10	-1	-6	-8	-5
CC(=O)NC(CC(=O)NCC(=O)Nc1ccc(F)c(F)c1)c1ccccc1 (stereo not drawn)	3	-3	i	2	-1	-1	19	14	-6
CCCCc1nc2ccccc2[nH]1	-5	2	i	5	-2	-2	3	-8	-7
CCOC(=O)CSc1ccc2nnc(-c3ccccc3)n2n1	-2	4	nt	0	0	0	4	-2	-4
CN1CCN(CC(=O)Nc2ccccc2C(F)(F)F)CC1	3	-8	i	0	-5	-3	5	-3	-8
CCOC(=O)NNC(=O)NCCCCCCNC(=O)NNC(=O)OCC	-2	0	i	0	-5	-4	-4	-4	6
Cc1ccc(NCc2cccnc2)c(Br)c1	-3	-10	i	2	-5	-6	-10	0	7
Cc1c(C(=O)NCCN(C)C)oc2ccc(S(=O)(=O)N3CCCC3)cc12	1	-6	i	-2	-1	0	14	5	8
CCOc1ccc(NC(=O)CCc2c(C)noc2C)cc1OC	1	-8	i	1	-3	-3	4	12	-4
CCOc1cc(-c2ccc(N)c(OCC)c2)ccc1N	0	52*	i	-20	-11	-4	8	43*	86
O=C(Cn1cc2c(n1)CCCCC2)Nc1ccc(F)cc1F	3	4	i	4	2	1	6	8	1
Cc1ccc(S(=O)(=O)N2CCN(C(=O)COC(=O)CCc3ccccc3)CC2)c(C)c1	-3	3	i	-2	26	-2	14	9	7
C[C@H](NC(=O)c1nc[nH]c1C(=O)NCCCCCNC(=O)OC(C)(C)C)C(=O)OCc1ccccc1	1	3	i	8	3	0	2	-19	-5

Of the compounds above, 11 have an NH in an aromatic ring:
SMILES	Rin1-Abl PPI inh	eLon inh	Neddyl block	MT1-MMP act inh	FAS-TE inh	MsrA act	SKN-1 inh	NRP1-CendR mod	MLLE-PAM2 inh
COc1cccc(-c2cnc(C(O)c3ccc(Cl)c(Cl)c3)[nH]2)c1 (stereo not drawn)	1	-4	i	5	28	-4	16	4	7
Cc1csc(NC(=O)C2CCCN(S(=O)(=O)c3cnc[nH]3)C2)n1 (stereo not drawn)	-1	3	i	0	-8	0	8	0	3
CCN(CC)C(=O)[C@H]1CC(CC(=O)NCCCN(C)C)C(=O)N2CCc3c([nH]c4ccccc34)[C@]12C (stereo partly drawn)	-1	0	i	1	-6	-2	-8	-7	5
COc1ccc(-c2nc(SC(CC(=O)NCCN3CCOCC3)c3cccs3)n[nH]2)cc1 (stereo not drawn)	-3	-7	i	0	-6	-7	3	10	3
CN(c1ccccc1)S(=O)(=O)c1cccc(NC(=O)CSc2nccc(=O)[nH]2)c1	-1	-2	i	3	-12	-1	2	-11	14
COCCn1c(SCC(=O)N2CCC(C)CC2)nc2c([nH]c3ccccc32)c1=O	-1	-7	i	-3	-4	2	19	13	4
O=c1[nH]c(/C(Cl)=C/c2c(F)cccc2Cl)nc2cc(Cl)ccc12	3	7	i	0	-1	-4	11	-16	-6
S=c1[nH]c2nc(Cl)c(Cl)nc2[nH]1	-2	4	+	-2	-2	7	5	-13	19
OCCc1c[nH]c2cc(F)ccc12	1	-3	i	2	-16	0	-6	3	0
CCCCc1nc2ccccc2[nH]1	-5	2	i	5	-2	-2	3	-8	-7
C[C@H](NC(=O)c1nc[nH]c1C(=O)NCCCCCNC(=O)OC(C)(C)C)C(=O)OCc1ccccc1	1	3	i	8	3	0	2	-19	-5

High-throughput results (PubChem)
